# Screening results deposited in PubChem BioAssay by National Center for Advancing Translational Sciences (NCATS).
# Pf growth 96h = Primary qHTS for delayed death inhibitors of the malarial parasite plastid, 96 hour incubation; P. falciparum luciferase reporter growth, 96 h; Potency, µM (titrated, usually from 28.7 µM), without a hit: at the top dose activity change, negative = inhibition, usual class: inhibitors; 6.9% of 320,000 active; AID 504834, 2011; note: potency is the fitted concentration of half-maximal effect; % is set by controls: 0 for no effect and ±100 for the full control effect
#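 Compounds incubated with erythrocytes infected by luciferase-expressing P. falciparum (2% hematocrit, 0.05% parasitemia final) for 96 hours, 37 C in 5% CO2. Growth inhibition scored as decreased luciferase luminescence.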
# Pf growth 48h = Primary qHTS for delayed death inhibitors of the malarial parasite plastid, 48 hour incubation; AID 504832, 2011; 5.9% of 310,000 active; Potency, µM (top dose mostly 28.7 µM), without a hit: top-dose activity change, negative = inhibition, usual class: inhibitors; P. falciparum luciferase growth in erythrocytes, 48 h; note: potency is the fitted concentration of half-maximal effect; % is set by controls: 0 for no effect and ±100 for the full control effect
#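 Here the parasites carry a stable luciferase gene and grow inside erythrocytes in Albumax-based RPMI medium with compound for one erythrocytic cycle. Activity is scored as loss of luminescent signal.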
# LmPK inhibitor = qHTS Assay for Inhibitors of Leishmania Mexicana Pyruvate Kinase (LmPK). purified LmPK, Kinase-Glo ATP luminescence, 1 h. AID 1721, 2009. Potency, µM (top dose mostly 57.5 µM), inactives show at the top dose activity change, negative = inhibition, hits mostly inhibitors. Q27686. 0.37% of 290,000 active; note: potency is the fitted concentration of half-maximal effect; % is set by controls: 0 for no effect and ±100 for the full control effect
# Target sequence (Q27686 whole entry, looked up): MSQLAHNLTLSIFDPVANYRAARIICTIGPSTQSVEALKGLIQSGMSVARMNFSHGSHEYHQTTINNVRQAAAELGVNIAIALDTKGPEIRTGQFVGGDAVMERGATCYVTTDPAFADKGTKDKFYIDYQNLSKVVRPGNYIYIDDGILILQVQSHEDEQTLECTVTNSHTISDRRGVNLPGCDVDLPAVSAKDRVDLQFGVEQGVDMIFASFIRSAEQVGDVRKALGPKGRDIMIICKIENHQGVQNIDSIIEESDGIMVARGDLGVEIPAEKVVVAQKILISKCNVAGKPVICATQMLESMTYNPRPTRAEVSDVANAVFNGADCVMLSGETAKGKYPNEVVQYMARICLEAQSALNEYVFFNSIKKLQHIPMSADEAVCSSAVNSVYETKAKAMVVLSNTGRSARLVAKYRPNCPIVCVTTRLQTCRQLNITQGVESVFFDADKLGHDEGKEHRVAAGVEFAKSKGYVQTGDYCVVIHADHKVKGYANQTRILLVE
#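 Purified LmPK (0.1 nM) with 0.5 mM PEP and 0.1 mM ADP in imidazole buffer pH 7.2 with MgCl2/KCl, 1 h at room temperature. ATP formed was read by luciferase luminescence and normalized to no-enzyme and uninhibited controls.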
# Shiga toxin inh = A qHTS for Small Molecule Inhibitors of Shiga Toxin | Vero cells, Shiga toxin protein synthesis inhibition reporter | inhibition, % at 38.7 µM | 9.2% of 290,000 active | AID 2315, 2010; in the data active = inhibition mostly above about 28%, no sharp cut-off; inactive = mostly below about 43%; note: 0% is about no effect
# AmpC inh no detg = qHTS Inhibitors of AmpC Beta-Lactamase (assay without detergent); Potency, µM (series often up to 57.1 µM), for inactives: top-dose activity change, negative = inhibition, usual class: inhibitors; AmpC nitrocefin hydrolysis, absorbance 480 nm, 0.0001% Triton; P00811; 0.52% of 330,000 active;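 note: potency is the fitted concentration of half-maximal effect; plate controls were no compound for no effect and no enzyme for full effect; nearly all actives have a fitted effect of over 20% in size; some results filed as inactive show a strong effect at the top dose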
# Target sequence (P00811 whole entry, looked up): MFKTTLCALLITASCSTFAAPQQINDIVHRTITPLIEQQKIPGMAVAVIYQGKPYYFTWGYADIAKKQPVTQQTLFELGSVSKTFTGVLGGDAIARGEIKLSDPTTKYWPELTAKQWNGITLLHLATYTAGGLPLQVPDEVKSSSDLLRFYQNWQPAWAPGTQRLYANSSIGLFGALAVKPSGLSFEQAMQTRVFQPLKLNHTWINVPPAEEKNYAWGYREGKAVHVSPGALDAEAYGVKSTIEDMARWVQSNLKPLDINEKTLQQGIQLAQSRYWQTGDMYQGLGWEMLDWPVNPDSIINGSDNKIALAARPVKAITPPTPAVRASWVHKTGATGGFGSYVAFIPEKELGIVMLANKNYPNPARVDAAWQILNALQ
#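 20 mM phosphate pH 7.0 + 0.01% (detergent screen) or 0.0001% Triton X-100; 5.3 nM AmpC reagent; cpd preinc 15 min RT; nitrocefin (800 uM stock) to start; A480 q20 s × 4 min; Activity was normalised to no-enzyme and no-compound control wells.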
# Cycloheximide cs = Cycloheximide Counterscreen for Small Molecule Inhibitors of Shiga Toxin; cell reporter, cycloheximide protein synthesis inhibition counterscreen; AID 2314, 2010; 12% of 300,000 active; max response, %; in the data active = max response mostly above about 13%, no sharp cut-off; inactive = mostly below about 14%; note: read at 38.3 µM for the half of the compounds with a filed dose; 0% is about no effect
# Tb PYK inh = qHTS of Trypanosoma Brucei Inhibitors | TbPYK enzyme, Kinase-Glo Plus ATP luminescence, 45 min | Potency, µM (top dose mostly 76.8 µM), inactives show top-dose activity, negative = inhibition, usual class: inhibitors | 0.12% of 410,000 active | AID 624173, 2012; note: potency is the fitted concentration of half-maximal effect; % is set by controls: 0 for no effect and ±100 for the full control effect; nearly all actives have a fitted effect of over 50% in size
#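 Screened from lowest to highest concentration, compounds were pinned into TbPYK/substrate mixtures, and ADP (130 uM final) was added. Plates sat at room temperature for 45 min prior to Kinase-Glo Plus detection by luminescence.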
# * hit, by the source's call; u = inconclusive; x = no result given; & = joins results of further samples; [ ] = remark or other dose. Unless noted, calls come from the whole dose curve; as a rule, active = well fitted curve in the direction sought with a large enough effect; inconclusive = small, poorly fitted or top-dose-only effect, or another doubt; inactive = no such curve, though single readings can be large; an effect the other way counts as inactive or inconclusive.
# Results follow in this order: Pf growth 48h	Tb PYK inh	Cycloheximide cs	AmpC inh no detg	LmPK inhibitor	Pf growth 96h	Shiga toxin inh
CC(C)N1CCN(Cc2cccc3c2OCO3)CC1CCO (stereo not given)
  0%	0%	-2	-11%	1%	u	-13
CC1(CCl)N([O-])C2=C(CCCC2)[N+]1=O (stereo not given)
  2%	-5%	14*	-12%	0%	50%[activator]	23
Cc1cc(C(C2C(=O)CC(C)(C)CC2=O)C2C(=O)CC(C)(C)CC2=O)cc(C)c1OC(F)F
  19%	-11%	-2	-31%	-2%	52%[activator]	-5
CCC(=O)Nc1ccc(Nc2ccccc2)cc1
  u	-2%	16*	-20%	-2%	-18%	34*
CCCCCC1CC(CC(=O)NC(=S)Nc2ccccc2Cl)C(=O)O1 (stereo not given)
  5%	2%	-1	-23%	3%	38%[activator]	-5
O=C(CCNC(=O)c1ccc(Cl)cc1)Nc1ccccc1N1CCCCC1
  u	5%	x	1%	x	u	x
CCCCc1ccc(CC2S/C(=C(\C#N)C(=O)N3CCOCC3)N(c3ccccc3)C2=O)cc1 (stereo not given)
  9%	-2%	-1	164%[activator]	6%	x	0
Cc1nc2ccc(NC(=O)CSc3nnc(C)s3)cc2[nH]1
  34%[activator]	-15%	-3	-2%	-2%	u	-6
CCCS(=O)(=O)c1cn2cccc(N)c2c1S(=O)(=O)CCC
  2%	-11%	-2	-31%	-12%	154%[activator]	-6
Cc1ccccc1-c1nn(-c2ccc(F)cc2F)cc1CNC1CC1
  u	-2%	-2	-10%	3%	u	-2
Cc1cccc(Sc2ccc([N+](=O)[O-])cc2[N+](=O)[O-])n1
  u	-4%	-1	-12%	-2%	8.3µM*	1
O=C(NCCc1c[nH]c2ccc(Cl)cc12)c1cccnc1
  9%	3%	-7	-22%	-1%	x	-20
COc1ccc(NC(=O)N2CCC(c3nc4ccccc4[nH]3)CC2)cc1
  2%	3%	10	-19%	6%	-11%	-4
CN1CCCN(C(=O)CC2(CC(=O)O)CCCCC2)CC1
  -5%	3%	0	-29%	-1%	-3%	-6
CCOC(=O)c1c(=O)n(O)c2ccc(OC)cc2[n+]1[O-]
  -1%	1%	8	-13%	5%	x	-22
CC(=O)NC12CC3CC(C)(C1)CC(NC(C)=O)(C3)C2
  x	1%	1	-10%	11%	-8%	-9
COc1cc(/C=N\Nc2nc(-c3ccc(C)cc3)c(NC(C)=O)s2)ccc1O
  10µM*	-6%	19*	-12%	11%	5.9µM*	51
COc1ccccc1-n1cc(C(=O)NCC(=O)N2CCN(c3ccccn3)CC2)c2ccccc2c1=O
  46%[activator]	2%	16*	30%	-4%	33%[activator]	14
COc1ccc(NCc2cc3cc(OC)ccc3[nH]c2=O)cc1
  -20%	0%	-3	-20%	7%	-28%	-8
CCOCCCNCc1cc(Cl)ccc1OCC
  17%	-6%	-2	-30%	-3%	-5%	-16
COc1ccccc1/C=N/NC(=O)c1c(-c2ccccc2)noc1C
  -15%	8%	-7	-14%	1%	2.1µM*	-7
O=[N+]([O-])c1cccc(-c2cc3ccccc3[nH]2)c1
  30%	3%	27*	-15%	-3%	64%[activator]	23
Clc1ccccc1CN1CCN(/N=C/c2ccncc2)CC1
  4%	2%	2	121%[activator]	6%	36%[activator]	-3
O=C1CN=C(c2ccc(F)cc2)c2oc3ccccc3c2N1
  32%[activator]	-8%	6	-12%	-9%	-3%	18
Cc1ccn2cc(CSc3ccccc3N)nc2c1
  173%[activator]	-8%	46*	-13%	5%	109%[activator]	105*
Cc1noc(C)c1COC(=O)c1cccc(N(C)C)c1
  -23%	-2%	1	-2%	1%	0%	11
N#Cc1ccc(Oc2ccc(C(F)(F)F)cc2NC(=O)c2ccc(F)cc2)cc1
  u	-2%	1	-32%	6%	u	-3
CCN(CC)S(=O)(=O)c1ccc2c(c1)nc(CCC(=O)OCC(=O)Nc1cc(Cl)cc(Cl)c1)n2C
  34%[activator]	4%	7	13%	1%	5%	0
O=C(NCc1cccnc1)Nc1ccc2c(c1)OCO2
  62%[activator]	-1%	27*	-6%	-6%	u	128*
COc1ccc(C(CCN2CCCC(C)C2)c2c(OC)cc(OC)c3c(C)cc(=O)oc23)cc1 (stereo not given)
  2.9µM*	1%	-5&-4	116%[activator]	3%	2.6µM*	-2&4
CCCN(CC(=O)Nc1ccccc1C)C(=O)Cc1cccs1
  u	0%	x	-16%	x	u	x
COc1cccc(C(C)N(C)Cc2nc(-c3ccoc3)oc2C)c1 (stereo not given)
  -5%	-26%	-9	-36%	4%	52%[activator]	-4
CCOc1ccc(-c2cc(C)n3nc(C(N)=O)cc3n2)cc1
  x	u	-6	-16%	19%	u	-24
Cc1ccc2c(c1)c1c(n2CC(O)CNC(CO)(CO)CO)CCCC1 (stereo not given)
  x	-1%	-5	17%	3%	19%	-13
O=C(CNS(=O)(=O)c1ccc(F)c(Cl)c1)N1CCCC1
  29%	3%	1	-6%	7%	-6%	x
Cc1nn(Cc2cccc(C(N)=O)c2)c(C)c1Br
  7%	4%	-3	-2%	6%	-4%	-6
COc1cc(C(=S)N2CCCC2)cc(OC)c1OC
  32%[1.15 µM]	-6%	-1	-3%	2%	139%[activator]	15
COc1ccc(C(=O)OCc2cc(C)ccc2C)cc1S(=O)(=O)N1CCCC1
  7.4µM*	1%	x	50%	x	10µM*	x
Nc1nnc(SC2CCCC2)s1
  43%[activator]	-18%	1	-16%	-4%	0%	13
C(=C\c1ccccc1)/CSc1nc2ncccc2[nH]1
  0%	-2%	25*	-41%	-5%	u	53*
O=C(Nc1ccc(S(=O)(=O)N2CCCCCC2)cc1)c1c(F)cccc1F
  32%[activator]	3%	16*	-33%	-1%	u	22
FC(F)(F)C1=CC(c2ccc(Br)cc2)=NCCN1
  u	-4%	-3	-4%	1%	6.6µM*	-13
COc1ccc(NC(=O)C2CC(=O)NC(Nc3cccc(C)c3)=N2)cc1 (stereo not given)
  -7%	-8%	-3	-14%	-7%	x	-3
CC(C(=O)Nc1cccc([N+](=O)[O-])c1)[n+]1ccccc1 (stereo not given)
  17%	0%	0	-26%	9%	-43%	12
COc1ccc(S(=O)(=O)N(C)CC(=O)N2CCOCC2)cc1
  1%	1%	2	-20%	2%	9%	-20
CN(C)c1ccc(C2(O)C(=O)c3ccccc3C2=O)cc1
  -10%	-1%	-5	-3%	-3%	6%	-14
CS(=O)(=O)N1CCc2cc(-c3csc(NC(=O)C(c4ccccc4)c4ccccc4)n3)ccc21
  13µM*	1%	-2	-26%	-3%	x	4
COc1ccc(CCC(=O)OCC(=O)Nc2ccc3[nH]c(=O)[nH]c3c2)cc1
  6%	-9%	x	-21%	x	5%	x
O=C(/C=C/c1ccc(Cl)cc1Cl)c1ccc[nH]1
  -17%	3%	34*	-52%	-2%	4%	75*
CCOc1cc(C)c(Cl)cc1S(=O)(=O)n1cnc2ccccc21
  11%	6%	-1	70%[activator]	5%	x	9
Cc1ccccc1C(=O)NCC(=O)Nc1ccc(C)c(S(=O)(=O)N2CCCCCC2)c1
  -7%	10%	10	-2%	-9%	u	0
COc1ccc(C(=O)N2CCN(c3ccc([N+](=O)[O-])c(-n4nc(C)cc4C)c3)CC2)cc1
  -4%	-20%	-5	79%[activator]	5%	-6%	-17
Cc1ccc(S(=O)(=O)Nc2ccc(C(=O)Nc3ccncc3)cc2)cc1
  -26%	4%	-2	-54%	5%	10µM*	-9
CC(=O)c1cc(C#N)c(SCc2ccncc2)nc1C
  0%	-16%	-8	-8%	0%	6%	-22
C/C(=C(/CCO)SSCC1CCCO1)N(C=O)Cc1cnc(C)nc1N (stereo not given)
  u	-2%	x	-24%	x	u	x
O=C(CN1CCOCC1)Nc1ccc(Oc2ccc(NC(=O)CN3CCOCC3)cc2)cc1
  -7%	4%	1	15%	3%	u	-6
COc1ccccc1OCC(=O)Nc1ccc(S(=O)(=O)N2CCN(C)CC2)cc1
  -10%	4%	-2	65%[activator]	-2%	-35%	-4
COc1ccc(C(=O)n2nc(-c3ccccc3)nc2SC)cc1
  35%[activator]	-2%	-2	-5%	0%	u	11
COc1ccc(NS(=O)(=O)c2ccc(NC(=O)c3ccccc3)cc2)nn1
  23%	-17%	-5	-29%	-6%	u	-5
Cc1ccc2nc(C)c(C(=O)N/N=C/c3cccs3)n2c1
  27%	5%	9	-22%	-1%	25%	23

# Next part:
# Results follow in this order: Pf growth 48h	Tb PYK inh	Cycloheximide cs	AmpC inh no detg	LmPK inhibitor	Pf growth 96h	Shiga toxin inh
Cc1cc(CNC(=O)[C@H](C)[C@@H]2C[C@@]2(C)[C@@H](NC(=O)OCc2ccccc2)c2ccccc2)nn1C
  -4%	-3%	4	237%[activator]	3%	u	1
N=C(N)SCc1ncccc1O
  29%	-14%	-3	-8%	-2%	84%[activator]	-1
Nc1nc(CN2CCCCC2)cs1
  -18%	3%	6	-6%	1%	u	-4
CCN(C(=O)COC(=O)c1oc2ccccc2c1C)c1c(N)n(Cc2ccccc2)c(=O)[nH]c1=O
  u	6%	x	2%	x	u	x

# Outcome played no part in choosing rows. About 22% of those tested had a hit in this group.
